HIV fusion peptide = inhibitors of HIV fusion peptide binding, primary screen, biochemical, uHTS, fluorescence dequenching (AID 1986); cell-free peptide binding, fluorescence dequenching, 30 min; higher % means a stronger effect; one-dose inhibition, % at 20 µM; IC50 in µM for titrated hits; 290,000 compounds, 0.3% hits; in the data active = inhibition mostly above about 52%, no sharp cut-off; inactive = mostly below about 76%; also: some results filed as inactive read as strong as hits
UTI89 phage lysis = inhibition of K1F phage lysis, E. coli UTI89, bacterial capsule biogenesis inhibitors, alamar blue (AID 488966). E. coli UTI89 K1F phage lysis, alamar blue, 2 h; higher % means a stronger effect. inhibition, % at 100 µM, or IC50 in µM where a hit was titrated. 340,000 compounds, 0.02% hits;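 active = phage lysis inhibition, versus mean bacterial control, above a set limit; inconclusive = no clear call, values can overlap the other calls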;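 also: capsule biogenesis inhibitors block K1F phage lysis so surviving cells raise fluorescence; higher fluorescence means more inhibition of phage lysis; actives were called in the ten point dose series up to 300 µM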
GPR55 antagonists = GPR55 antagonists blocking LPI-driven arrestin recruitment, primary screen, imaging, U2OS, beta-arrestin-GFP, LPI agonist (AID 2013). U2OS GPR55 beta-arrestin-GFP translocation imaging, LPI antagonism; higher % means a stronger effect. inhibition, % at 10 µM, or IC50 in µM where a hit was titrated. 290,000 compounds, 0.13% hits;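 active = spots per cell inhibited over 60%, with over 100 cells counted and total cytoplasm intensity under 500,000; inconclusive = wells with under 100 cells, flagged as likely toxic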;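 also: U2OS cells stably carrying GPR55 and arrestin-GFP stimulated by 5 µM LPI near EC80; imaged beta-arrestin-GFP aggregate spots per cell after agonist stimulation; plate controls were LPI-stimulated DMSO wells for no effect and DMSO wells without LPI for full effect; some results filed as inactive read as strong as hits; confirmed hits need IC50 under 10 µM and bright autofluorescent wells are also inconclusive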
Dengue-2 NS5 capping = Dengue-2 NS5 methyltransferase inhibitors, primary screen, biochemical, confirmation dose response (AID 588689); Genome polyprotein (Dengue virus type 2 (strain 16681-PDK53)); Dengue-2 NS5 methyltransferase capping enzyme assay, biochemical; higher % means a stronger effect; one-dose inhibition, % at 25 µM; IC50 in µM for titrated hits; 340,000 compounds, 0.3% hits; in the data active = a potency from the dose series; inconclusive = inhibition above about 29% without an active follow-up result
PhoP inhibition = inhibitors of PhoP regulon expression, primary screen, Salmonella Typhimurium, GFP reporter (AID 1863); S. Typhimurium PhoP-regulated promoter GFP reporter, 4 h; higher % means a stronger effect; one-dose inhibition, % at 50 µM; IC50 in µM for titrated hits; 300,000 compounds, 0.16% hits;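 active = inhibition over 29.93%, a cutoff 3 SD above the screen mean, later confirmed by dose response; inconclusive = inhibition over 29.93% but no dose response follow-up; inactive = inhibition at most 29.93% or unconfirmed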;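 also: 0% = low Mg2+ inducing control and 100% = high Mg2+ repressing control; strong numbers were not always called active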
Rac1 GTP hydrolysis = MgcRacGAP GTPase-activating activity inhibitors, confirmation, biochemical, ADP Hunter fluorescence; Rac GTPase-activating protein 1 (Homo sapiens); one-dose inhibition, % at 30 µM; IC50 in µM for titrated hits; MgcRacGAP-stimulated Rac1 GTP hydrolysis, ADP Hunter fluorescence; higher % means a stronger effect; GST-tagged Rac1 F28L mutant substrate; 340,000 compounds, 0.6% hits;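 active = first-screen hits whose inhibition reached a set limit at any dose in the follow-up dose series; inconclusive = inhibition above the set first-screen limit but never retested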;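 also: fluorescence reports GDP produced by GAP-driven GTP hydrolysis; strong numbers were not always called active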
SV40 large T antigen = SV40 large T antigen inhibitors, biochemical (AID 1903); SV40 large T antigen ATPase/helicase inhibition assay; higher % means a stronger effect; inhibition, % at 20 µM; hits with a dose series show IC50 in µM; 310,000 compounds, 0.39% hits; in the data active = a potency from the dose series; inconclusive = inhibition mostly from about 32% at the one dose, without a potency; inactive = the rest, 99 in 100 with inhibition below about 32%; also: strong numbers were not always called active
GPR35 antagonists = GPR35 antagonists blocking zaprinast-driven arrestin recruitment, primary screen, imaging, U2OS, beta-arrestin-GFP, zaprinast agonist (AID 2058); G-protein coupled receptor 35 (Homo sapiens); 290,000 compounds, 0.052% hits; U2OS GPR35 beta-arrestin-GFP translocation imaging, zaprinast antagonism; higher % means a stronger effect; inhibition, % at 10 µM, or IC50 in µM where a hit was titrated;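 active = inhibition of at least 50% with at least 30 cells and total cytoplasm GFP at most 10,000,000; inconclusive = under 30 cells or total GFP of 10,000,000 plus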
RSV antiviral HEp-2 = RSV antiviral activity via CPE protection, HEp-2 cells, primary 10 µM value included (AID 2391) | 310,000 compounds, 0.13% hits | HEp-2 cells, RSV-induced CPE inhibition; higher % means a stronger effect | CPE inhibition, % at 10 µM, or IC50 in µM where a hit was titrated; in the data active = a potency from the dose series; inconclusive = CPE inhibition mostly from about 23% at the one dose, without a potency; inactive = the rest, 99 in 100 with CPE inhibition below about 21%; also: strong numbers were not always called active
Dengue-2 NS5 capping pilot replicate = also measured in Dengue-2 NS5 capping; calls as there; inhibition, %; measured here: pilot screen replicate inhibition
Numbers without * were called inactive; ? = inconclusive; · = no result given; [ ] = another dose, or the depositor's remark.

SMILES	HIV fusion peptide	UTI89 phage lysis	GPR55 antagonists	Dengue-2 NS5 capping	PhoP inhibition	Rac1 GTP hydrolysis	SV40 large T antigen	GPR35 antagonists	RSV antiviral HEp-2	others
CCC1CCC(c2nnc(-c3ccc([N+](=O)[O-])cc3)o2)CC1 (configuration not stated)	0.7%	10%	6%	-5%	5%	9%	-4%	-2%	2.8%
CCOc1cc(S(=O)(=O)NCc2ccc(OC)cc2)c(OCC)cc1-n1cnnn1	-0.5%	0.3%	4%	-5%	5%	-4%	6%	0%	0.3%
O=C(NCCCN1CCC(Cc2ccccc2)CC1)C1CC(=O)N(C2CCCCCC2)C1 (configuration not stated)	0.3%	3.5%	17%	-1%	-7%	7%	5%	3%	-2.6%
CC(C(=O)NCc1ccccc1)n1cc([N+](=O)[O-])cn1 (configuration not stated)	1.2%	-0.1%	6%	-3%	-2%	10%	8%	0%	1.4%
Brc1cc2c(cc1/C=N/Nc1nc(N3CCCC3)nc(N3CCOCC3)n1)OCO2	-2.7%	-0.3%	8%	-2%	-5%	-7%	6%	-12%	8.7%
O=C(NC1=NCCS1)c1cccs1	0.8%	0.1%	6%	-5%	2%	-7%	-4%	9%	0.8%
COc1ccccc1NC(=O)CSc1nnc(Cn2cnc3ccccc32)o1	-0.5%	1.2%	-8%	-7%	-6%	1%	19%	1%	0.1%
OCCC1CN(Cc2ccon2)CCN1CCc1ccccc1 (configuration not stated)	-0.7%	0.8%	8%	-6%	-4%	5%	19%	8%	0.3%
CCn1c(/C=C/N(C(C)=O)c2ccccc2)[n+](CCCS(=O)(=O)[O-])c2cc(Cl)c(Cl)cc21	0.7%	1.5%	15%	10%	6%	5%	0%	-2%	-0.1%
CC(=O)c1cc2c(cc1NC(=O)c1ccc(Cl)cc1)OCCO2	2.2%	0.1%	-4%	-7%	-1%	9%	26%	1%	1.8%
CCNC(=O)c1ccccc1-c1nc(-c2ccccc2OC)no1	-1.5%	1.2%	9%	3%	-12%	13%	-2%	-20%	2.8%
O=C(Nc1ccc2c(c1)OCO2)c1cc(-c2ccc(O)cc2)on1	-2.3%	-0.1%	-11%	2%	3%	10%	1%	-10%	5.7%
COc1cccc(OCC(=O)Nc2ccccc2C(=O)Nc2ccc(C(=O)O)cc2)c1	4.8%	0.8%[50 µM]	-16%	-11%	0%	2%	-5%	2%	1.0%
CC(=O)c1cccc(NC(=O)CCc2nc3sc4c(c3c(=O)[nH]2)CCCC4)c1	·	1.2%[50 µM]	·	10%	-8%	6%	16%	·	-1.1%
COc1ccc(NC(=O)Nc2ccc3nonc3c2)cc1	1.6%	·	7%	·	-3%	·	15%	3%	0.2%
CC1(C)CC(=O)c2sc(NS(=O)(=O)c3ccc(Br)cc3)nc2C1	12%	-0.3%	9%	-3%	0%	7%	5%	2%	0.8%
COc1cc2c(cc1Cl)/C(=C\CCN(C)C)c1ccccc1S2	-3.7%	0.9%	27%	-1%	8%	6%	1%	3%	-1.6%
CCN1CCc2c(sc(NC(=O)c3ccc(S(=O)(=O)N(CC)c4ccccc4)cc3)c2C(N)=O)C1	4.7%	0.1%	6%	-39%	-1%	-2%	18%	-7%	1.1%
O=C(NCc1ccccc1)c1ccc(NC2=NC3CS(=O)(=O)CC3S2)cc1 (configuration not stated)	1.7%	0.1%	-12%	-11%	1%	6%	2%	-3%	0.9%
CCc1cc(CC)c(/C=N/NC(N)=O)c(CC)c1/C=N/NC(N)=O	2.4%	-0.8%	6%	-10%	2%	0%	4%	-8%	13%
CC1CCN(S(=O)(=O)c2ccc(NC(=O)c3ccncc3)cc2)CC1	-2.2%	0.0%	-16%	-2%	-6%	2%	7%	-4%	2.8%
Cc1ccc(CN2CC(C(=O)Nc3ncccc3C)CC2=O)cc1 (configuration not stated)	0.7%	1.7%[50 µM]	9%	-4%	-3%	12%	1%	-18%	1.6%
O=C(C1=C[C@@H]2[C@H]3C(=O)N(c4ccc(Cl)cc4)C(=O)[C@H]3[C@@H](C(=O)c3ccc(Cl)cc3)N2C=C1)c1ccccc1	21%	0.4%	3%	-16%	22%	-1%	-1%	-16%	1.6%
COc1ccc(NC(=O)COC(=O)c2ccc([N+](=O)[O-])o2)cc1Cl	-0.2%	-0.2%	-13%	3%	1%	7%	8%	-15%	2.7%
CCN1CCN(c2ccc(S(=O)(=O)N3CCCCC3)cc2NC(=O)Cc2c(F)cccc2Cl)CC1	0.3%	1.0%[50 µM]	8%	0%	-5%	8%	10%	10%	-0.1%
COc1ccc(CSc2nncn2C)cc1[N+](=O)[O-]	-0.3%	0.0%	14%	-1%	-5%	7%	8%	1%	-0.1%
CC1(C)Oc2ccc(C(=O)NNC(=O)Nc3ccccc3)cc2NC1=O	-0.2%	0.0%	7%	-14%	3%	-2%	9%	-10%	-0.1%
O=C(CSc1ccccc1)Nc1nccs1	0.7%	0.4%	4%	-4%	-4%	11%	8%	-1%	0.1%
COc1ccc(NS(=O)(=O)c2cccc(C(=O)NNC(=O)c3ccccc3O)c2)cc1	·	1.3%[50 µM]	·	8%	-2%	4%	4%	·	5.5%
O=C(Cn1cc([N+](=O)[O-])cn1)N1CCN(c2ccccc2)CC1	-0.8%	-0.2%	7%	-2%	-6%	-7%	26%	-3%	1.0%
Cc1ccc(CNC(=O)CCN2C(=O)[C@@H]3Cc4ccccc4CN3C2=O)cc1	0.2%	0.3%	-6%	-4%	-3%	·	5%	6%	2.0%
CC(=O)Nc1ccc(NC(=S)Nc2ccc(Br)cc2)cc1	-0.6%	0.5%	7%	-2%	0%	10%	12%	-2%	6.8%
Cc1nnc(SCC(=O)NC(=O)NCc2ccco2)n1Cc1ccccc1	31%	0.1%	-5%	-5%	4%	12%	12%	7%	1.5%
CCCSc1nc(NCc2ccco2)c2c3c(sc2n1)COC(C)(C)C3	11%	-0.3%	0%	14%	-6%	4%	2%	-21%	?	Dengue-2 NS5 capping pilot replicate=-12
CC(=O)Oc1ccc(C2OC(=O)c3ccccc3N2C(C)=O)cc1 (configuration not stated)	0.3%	0.5%	-4%	-5%	9%	-1%	13%	11%	0.8%
COc1cccc(CNC(=O)c2ccncc2)c1	-0.1%	1.4%	-10%	-5%	-3%	5%	-1%	4%	1.5%
CCc1nnc(NS(=O)(=O)c2ccc(N/C=C\C(=O)c3ccc(F)cc3)cc2)s1	15%	0.2%	-18%	-2%	-3%	7%	3%	6%	0.5%
COc1cccc(N2C(=O)[C@H]3C(C(=O)c4cnccn4)=NN[C@H]3C2=O)c1	2.4%	·	0%	·	-4%	·	19%	2%	-0.7%
CCC(C)C(=O)Nc1ccc(OC)cc1[N+](=O)[O-] (configuration not stated)	-0.6%	2.1%	4%	4%	6%	2%	-6%	-10%	1.4%
CC(C)OC(=O)c1ccc(NC(=O)Cn2c(-c3nonc3N)nc3ccccc32)cc1	1.0%	0.6%	10%	-4%	-2%	8%	-1%	-10%	1.6%
COC(=O)Nc1ccc(C)c(NC(=O)OC)c1	5.4%	3.9%	12%	-3%	8%	3%	18%	9%	1.2%
O=C(c1cccc(S(=O)(=O)NCc2ccccc2)c1)N1CCN(c2ccc(F)cc2)CC1	·	0.5%[50 µM]	·	-1%	·	4%	·	·	0.2%
CCCN1CCN(C2CCCCC2NS(=O)(=O)c2ccccc2)CC1 (configuration not stated)	0.1%	0.1%	10%	3%	-2%	4%	3%	-13%	-1.1%
O=C(Cc1n[nH]c(=O)c2ccccc12)N/N=C/c1cc2c(cc1Cl)OCO2	-0.1%	1.4%	8%	4%	1%	1%	-3%	2%	2.6%
C=CCNC(=O)c1cc2c(=O)n3cccc(C)c3nc2s1	-0.8%	-0.1%	4%	0%	-5%	·	9%	-14%	1.3%
CCCCC(=O)Nc1cccc(NC(=S)NC(=O)C(C)C)c1	0.0%	-1.1%	13%	-1%	-14%	8%	22%	-12%	1.2%
CN(CCOc1ccc(Cl)cc1)C(=O)c1cc([N+](=O)[O-])ccc1N1CCOCC1	·	0.1%[50 µM]	·	-1%	10%	4%	9%	·	18%
CN(C)S(=O)(=O)c1ccc(NC(=O)CCNC(=O)c2ccc([N+](=O)[O-])cc2)cc1	-1.2%	-1.2%	8%	-5%	2%	6%	0%	6%	-0.3%
COC(=O)C1=C(N)Oc2c(oc(CO)cc2=O)C1c1ccc(F)cc1 (configuration not stated)	-2.5%	·	6%	·	-1%	·	10%	14%	1.1%
Cc1cc(O)cc(O)c1C(=O)Cc1cnn(-c2ccccc2)c1	9.5%	-0.1%	-6%	-7%	16%	5%	38%	-12%	19%
New compounds follow
SMILES	HIV fusion peptide	UTI89 phage lysis	GPR55 antagonists	Dengue-2 NS5 capping	PhoP inhibition	Rac1 GTP hydrolysis	SV40 large T antigen	GPR35 antagonists	RSV antiviral HEp-2	others
COc1cccc(CC(=O)Nc2nc(-c3ccc(F)c(F)c3)cs2)c1	1.1%	0.1%	-1%	-12%	0%	-1%	7%	-5%	?
O=c1c2c3c(sc2n(CCN2CCOCC2)c(=O)n1Cc1ccco1)CCCCC3	-0.6%	-0.5%	6%	-6%	6%	3%	20%	-12%	7.0%
COc1ccc(CN(C(=O)CCC(=O)Nc2cc(C)on2)C(C(=O)NC(C)(C)C)c2cccc(OC)c2OC)cc1 (configuration not stated)	-0.4%	1.7%	1%	-5%	5%	4%	-5%	20%	0.1%
CSc1ccc(C(=O)C2CCCN(C(=O)c3cccc(N4CCOCC4)c3)C2)cc1 (configuration not stated)	-2.6%	0.4%	-5%	-8%	1%	2%	7%	15%	12%
CNC(=S)Nc1cc(S(=O)(=O)Nc2cc(Cl)ccc2Cl)ccc1N1CCCC1	3.1%	0.1%	19%	6%	0%	11%	10%	10%	-0.6%
Cc1ccc2c(Cl)c(C(=O)Nc3ccc4c(c3)OCO4)sc2c1	3.3%	1.7%	5%	4%	1%	1%	-4%	-19%	1.5%
COc1ccccc1NC(=O)CSc1nnnn1C1CCCC1	-0.7%	0.5%	0%	-6%	·	5%	·	-11%	·
